SDO1 yeast rescue: sdo1-depleted yeast growth rescue; 0.21% of 140,000 active; S. cerevisiae sdo1-depleted JHY4D growth rescue, OD600 30 h; stronger effect = higher value; pdr5 snq2 efflux-pump mutant strain; AID 817; z-score at 10 µM;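 active = z-score above 3 at both the 24 hr and the 30 hr optical density reads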;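 note: z-score against mean and SD of all compound wells on the same plate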
INS promoter inh: TRM-6 insulin promoter activity inhibition. TRM-6 cells (human fetal islet line), insulin promoter-eGFP reporter, imaging; reporter expression induced with tamoxifen. inhibition, % at 2 µM. 0.9% of 130,000 active;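 active = inhibition above the mean plus 3 SD, with well images judged a real hit on visual review, cut at about 60% in these data, passing the limit was not always enough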
SDO1 yeast rescue Rescue 24 h: second read-out of SDO1 yeast rescue, no call of its own (marks repeat the call); z-score; S. cerevisiae sdo1-depleted JHY4D growth rescue, OD600; measured here: growth rescue at 24 h;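 0 is the plate mean of compound wells and units are plate SD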
The depositor's hits bear a star; i = inactive; · = no result given.

SMILES	SDO1 yeast rescue	SDO1 yeast rescue Rescue 24 h	INS promoter inh
CCOC(=O)CNNC(=O)Nc1ccc(Cl)c(Cl)c1	0.5	-0.56	75*
Cc1ccccc1-c1nc(CN2CCC(C(=O)NCc3cccnc3)CC2)c(C)o1	1.4	0.78	0
O=C(NCc1cccs1)Nc1cccc(Cl)c1	·	·	-338
CCOC(=O)CN(c1ccccc1)S(=O)(=O)c1ccc(F)cc1	·	·	-8
COc1ccc(Cl)cc1N(CC(=O)N1CCC(C)CC1)S(C)(=O)=O	-0.49	-1.1	·
CCN(CC)CCn1c(NCc2ccco2)nc2ccccc21	1.2	0.98	3
Clc1ccc(CSc2ccc(-c3ccco3)nn2)cc1	·	·	-33
CCn1c(=O)cc(SCC(=O)Nc2ccc(Cl)cc2)c2ccccc21	-0.29	1.5	-8
CCOc1cc2[nH]c(=S)n(CCCOC)c(=O)c2cc1OCC	-0.23	1.4	·
Cc1ccc(NC(=S)N(CCN(C)C)Cc2cc3cc(C)ccc3[nH]c2=O)cc1	·	·	-25
O=C(Cn1cnc2sc(-c3ccccc3)cc2c1=O)NCc1ccccc1	-0.96	0.11	63
COc1ccc(CN2CC(C(=O)NCc3ccc4c(c3)OCO4)CC2=O)cc1 (configuration not stated)	0.67	0.84	-37
COc1ccc(C(=O)N2CCN(C(=O)c3cc(OC)c(OC)c(OC)c3)CC2)cc1	0.61	0.06	19
O=C(Nc1ccccc1)c1ccc(CN2CCC(Cc3ccccc3)CC2)cc1	·	·	27
Cc1ccc(Cn2nc(C)c(/C=N/NC(=O)c3cccnc3)c2C)cc1	·	·	18
CC(C)c1ccc2c(c1)C1Cc3ccccc3C1N2 (configuration not stated)	-0.91	-0.48	-137
NNC(=O)c1cc2c(ccc3ccccc32)o1	·	·	-31
O=C(CN1CCN(Cc2ccc(F)cc2)C1=O)NCc1cccs1	1.3	1	·
COc1cc(C2C3=C(CCCC3=O)Nc3[nH]n(-c4ccccc4)c(=O)c32)ccc1OC(C)=O (configuration not stated)	·	·	-50
O=C1CC(c2cccc(Cl)c2)Cc2nc(N3CCOCC3)ncc21 (configuration not stated)	-0.78	-0.51	-25
CCn1nc(NC(=O)c2ccco2)c2cc3ccc(C)cc3nc21	-0.2	0.25	·
C/C=N/NC(=O)CCNC(=O)c1ccccc1	0.02	-0.74	·
COc1ccc(NS(=O)(=O)c2c(C)n(C)c(=O)n(C)c2=O)cc1OC	0.78	0.68	·
CCNc1nc(SCc2ccccc2)nc(N2CCOCC2)n1	-0.14	0.73	18

Given with values ahead of the structure: entries from further up
| SDO1 yeast rescue | SDO1 yeast rescue Rescue 24 h | INS promoter inh | Structure |
| --- | --- | --- | --- |
| 0.5 | -0.56 | 75* | CCOC(=O)CNNC(=O)Nc1ccc(Cl)c(Cl)c1 |
| 1.4 | 0.78 | 0 | Cc1ccccc1-c1nc(CN2CCC(C(=O)NCc3cccnc3)CC2)c(C)o1 |
| · | · | -338 | O=C(NCc1cccs1)Nc1cccc(Cl)c1 |
| · | · | -8 | CCOC(=O)CN(c1ccccc1)S(=O)(=O)c1ccc(F)cc1 |
| -0.49 | -1.1 | · | COc1ccc(Cl)cc1N(CC(=O)N1CCC(C)CC1)S(C)(=O)=O |
| 1.2 | 0.98 | 3 | CCN(CC)CCn1c(NCc2ccco2)nc2ccccc21 |

Next part:
SMILES	SDO1 yeast rescue	SDO1 yeast rescue Rescue 24 h	INS promoter inh
O=C(NCCN1CCN(c2ccccc2)CC1)c1ccc2c(c1)[nH]c(=S)n1c3ccccc3nc21	·	·	-86
COc1ccc(/C=N\NC(=O)c2nn(C)cc2Cl)cc1CN1CCOCC1	0.81	0.11	-13
O=C(CSc1c2c(nc3cc(Cl)ccc13)CCCC2)NCc1ccco1	-0.96	-0.8	64
COC(=O)c1cc(OC)c(OC)cc1NC(=O)Nc1ccccc1OC	0.02	-0.3	·
COc1ccc(C(CCNCc2ccccc2F)c2ccc(F)cc2)cc1 (configuration not stated)	-1.4	-1.6	-34
COc1ccccc1OCCN1C(=O)S/C(=C\c2ccco2)C1=O	-0.67	-0.02	·
Nn1cnn(Cc2ccccc2)c1=S	1.6	0.84	26
Cc1ccc(SCC(=O)Nc2ccc3c(c2)OCCO3)cc1	-0.37	-0.59	21
CN(C)S(=O)(=O)c1cccc(NC(=O)CNCC2CCCCC2)c1	·	·	44
Cc1cc(=O)[nH]c2ccc(Cl)cc12	0.75	0.63	4
COc1ccc(O)c(C(=O)c2cnc3c(c2)c(=O)[nH]c(=O)n3C)c1	-0.12	0.05	7
O=C(COc1ccc2ccccc2c1)Nc1cccc(C(=O)Nc2ccccc2C(=O)O)c1	0.72	-0.04	0

Profiles, looked up by structure:
Cc1ccc(SCC(=O)Nc2ccc3c(c2)OCCO3)cc1 as listed: SDO1 yeast rescue = -0.37; SDO1 yeast rescue Rescue 24 h = -0.59; INS promoter inh = 21
COc1ccccc1OCCN1C(=O)S/C(=C\c2ccco2)C1=O as listed: SDO1 yeast rescue = -0.67; SDO1 yeast rescue Rescue 24 h = -0.02; INS promoter inh = ·

Further structures.
SMILES	SDO1 yeast rescue	SDO1 yeast rescue Rescue 24 h	INS promoter inh
Cc1ccc(S(=O)(=O)N2CC3CCCN3c3ccc(C(F)(F)F)cc32)cc1 (configuration not stated)	-0.72	-0.54	-29
N#Cc1ccc(NC(=O)c2sc3cc(C(F)(F)F)cnc3c2-c2cccs2)cc1	-0.81	1.1	29
O=C1NC2(CCCCC2)C(=O)N1/N=C/c1ccc(O)cc1O	0.51	0.73	-36
Cc1cc(Nc2cc(C(=O)O)ccc2C)n2ncnc2n1	0.74	0.35	·
c1ccc(-c2nnc(SCC3CCCCO3)nc2-c2ccccc2)cc1 (configuration not stated)	·	·	-33
CCC(C)NC(=O)C1CCCN(C(=O)NC2CCCCC2)C1 (configuration not stated)	0.19	-0.03	-14
O=C(NC1CCCCC1)N1CCC(c2nc3ccc(Cl)cc3[nH]2)CC1	0.69	0.72	0
O=C(Oc1ccc([N+](=O)[O-])cc1)c1cncc(Br)c1	-0.47	-1.4	-17
COc1cccc(CNc2ccc(F)c(Cl)c2)c1	-0.46	-0.6	7
CCOC(=O)c1ccc(CSc2nncn2N)o1	0.2	-0.49	25
C=CCn1c(=N)n(CC(=O)OCC)c2ccccc21	0.2	-0.42	19
COc1cc(C(=O)N[C@H](C(=O)NC(C)C23CC4CC(CC(C4)C2)C3)C(C)C)cc(OC)c1OC (some centres not stated)	-1	-0.48	3

As entered above:
`CCC(C)NC(=O)C1CCCN(C(=O)NC2CCCCC2)C1` (configuration not stated) in INS promoter inh has -14
`O=C(NCc1cccs1)Nc1cccc(Cl)c1` in INS promoter inh has -338
`C/C=N/NC(=O)CCNC(=O)c1ccccc1` in SDO1 yeast rescue has 0.02

Continued:
SMILES	SDO1 yeast rescue	SDO1 yeast rescue Rescue 24 h	INS promoter inh
COc1ccccc1C(=O)N1CCNC(=O)C1CC(=O)Nc1cccc(C)c1 (configuration not stated)	0.55	0.97	8
NS(=O)(=O)c1ccc(NC(=S)N2CCN(c3cccc(Cl)c3)CC2)cc1	0.02	-0.2	14
CCOc1ccc(-c2cc(C(=O)N3CCN(c4ccccn4)CC3)c3ccccc3n2)cc1	-1.3	1.3	i
Cc1cc(NC(=O)CSc2nnc(COc3ccccc3)o2)no1	-0.37	-0.71	-12
O=C(COc1ccc(Br)cc1)OCc1nnc(-c2ccccc2)o1	1.1	-0.43	-64
CSCCC(NC(=O)c1ccc([N+](=O)[O-])cc1Cl)C(=O)OCC(=O)C12CC3CC(CC(C3)C1)C2 (configuration not stated)	-0.12	-0.2	31
Cc1ccc(/C=C2/Sc3ccccc3N(CC(=O)NCCCOC(C)C)C2=O)cc1	-1.4	-0.31	-50
CN1CCN(c2ccc(NC(=O)c3ccccc3Br)cc2)CC1	0.66	0.45	6
CCOC(=O)Cc1cc(=O)n2[nH]c(C)c(-c3ccc(Cl)cc3)c2n1	0.08	-0.68	27
CCOC(=O)c1oc2ccc(Cl)cc2c1NC(C)=O	·	·	20
CCCCNC(=O)CSc1nc2ccccc2n1S(=O)(=O)c1ccc(Cl)cc1	-0.48	0.27	·
NC(=O)Cn1cnc2nc3n(c2c1=O)CCC3	·	·	29
Cc1ccc(S(=O)(=O)N2CCCC2C(=O)Oc2ccccc2)cc1 (configuration not stated)	-0.02	0.4	55
CCOc1cc(NC(=O)c2ccco2)c(OCC)cc1NC(=O)COc1ccccc1	0.71	1.7	-19
O=C(O)CCC(=O)c1cccc2ccccc12	-0.06	-0.41	17
Clc1ccc(-c2csc(-c3ccncc3)n2)cc1	·	·	-17
CC(=O)c1cc(F)ccc1OCC(=O)N1CCN(c2ccc(F)cc2)CC1	·	·	36
CNC(=O)CCn1nc(-c2ccc(Cl)cc2)c2ccccc2c1=O	0.85	1.8	-118
Clc1ccc(CO/N=C2\CCCc3nonc32)c(Cl)c1	-0.5	-0.35	3
Cc1cc(C)c(S(=O)(=O)NCC2CCC(C(=O)NCCCN3CCOCC3)CC2)c(C)c1 (configuration not stated)	-0.03	-0.32	-4
Cc1ccc(-c2nc(CSCC(=O)N3CCCC3)c(C)o2)cc1	0.55	0.49	-14
Cc1cc(S(=O)(=O)N2CCCC2)c(C)s1	0.99	-1.3	·
Cc1nc2cc(NC(=O)N3CC4(C)CC3CC(C)(C)C4)ccc2n1C (configuration not stated)	1.5	1.3	-16
CCCCn1c(CNC(C)=O)nc2ccccc21	0.34	0.55	·
Cc1ccc(-c2cc(N)n(Cc3ccc(Cl)cc3)n2)cc1	-0.66	0.02	·
O=C(COc1ccc(S(=O)(=O)Nc2ccccc2)cc1)NCc1ccncc1	·	·	-21
COc1ccc(C2=CSC3=NCCN23)cc1F	0.33	0.26	·
COc1cc(CNCCc2ccc(S(N)(=O)=O)cc2)ccc1OCC(=O)NC(C)(C)C	1.7	2.5	·
O=[N+]([O-])c1ccccc1NCc1ccc(Cl)cc1	0.01	0.25	3
Cn1c(SCc2ccccc2Cl)nnc1-c1cnccn1	-0.21	-0.62	-55
CN1C=CC=C/C1=C1\SC(=S)N(c2ccccc2)C1=O	0.62	0.13	-29
O=C(COC(=O)c1ccncc1)Nc1cccc(Cl)c1	-0.13	-0.12	11
O=C(c1ccc2c(c1)OCO2)N1CCNc2ccccc2C1	2.1	1.6	11
COc1ccc(C2CC(C(F)(F)F)n3nc(C(=O)NCc4c(C)nn(C)c4C)c(Cl)c3N2)cc1 (configuration not stated)	1.6	2.1	-40
Cc1cc(C)nc(N(C#N)S(=O)(=O)c2ccccc2)n1	-0.12	-1.3	82*
COc1ccc(C(c2nnnn2C2CCCCC2)N2CCN(C)CC2)c(OC)c1 (configuration not stated)	·	·	-4
COc1ccccc1C(=O)NN1C(=O)C2C3C=CC(O3)C2C1=O (configuration not stated)	1.4	1.6	·
CC(C)NC(=O)CSc1c2c(nc3ccccc13)CCCC2	·	·	47
COCCCn1c(-c2ccc(OC)cc2)nc2nc3ccccc3nc21	0.45	-0.28	·
CCN(c1ccccc1)S(=O)(=O)c1ccc(Cl)c(NC(=O)CSc2ncn[nH]2)c1	1.4	1.4	-56
CCn1ncc(C(=O)Nc2ccc(S(=O)(=O)N3CCCC3)cc2)c1C	0.64	-0.06	·
COc1ccc(NC(=O)c2nc3nccc(C)n3n2)cn1	1.4	1.5	4
CCCC(=O)N(Cc1cc2ccccc2[nH]c1=O)c1ccccc1OC	0.23	-0.33	0
CCOc1ccccc1N(CC(=O)Nc1ccc2c(c1)OCO2)S(C)(=O)=O	-1.3	-1.4	·
CC1c2[nH]c3ccccc3c2CCN1S(C)(=O)=O (configuration not stated)	2.1	2.8	38
COc1ccccc1C(=O)Nc1ccc(N2CCN(Cc3ccccc3)CC2)cc1	-0.31	-0.44	-20
COc1ccc(C2C(CN3CCOCC3)C(=O)N2c2ccccc2)cc1 (configuration not stated)	·	·	-23
Cc1ccc(-c2cc(C(F)F)n3ncc(C(=O)Nc4cn(C)nc4C)c3n2)cc1	·	·	7
Cc1ccc(CN2CCN(/N=C/c3sccc3C)CC2)c(C)c1	0.06	0.47	23
O=C1C=C(c2ccccc2)C[C@H](c2cccs2)[C@H]1n1cnc([N+](=O)[O-])c1	-0.52	-0.72	6
O=C(NCC1CCCO1)c1coc2nc3ccccc3nc12 (configuration not stated)	0.74	0.47	·
Cc1ccc(NC2c3ncccc3C(=O)N2c2ccccc2C)cc1C (configuration not stated)	0.32	1	57
O=C(COC(=O)Cn1cnc2ccccc21)Nc1ccc2c(c1)C(=O)c1ccccc1C2=O	1.2	1.6	19
CC(=O)Nc1ccc(-c2nnc(SCC(=O)Nc3ccc4c(c3)oc3ccccc34)n2C)cc1	-0.17	1.1	16
CSCC[C@H](NC(=O)CCNC(C)=O)c1nc2ccccc2[nH]1	0.79	0.73	54
COC(=O)[C@H](CC(C)C)NC(=O)NC1CCCCC1C (some centres not stated)	-0.17	-0.7	-15
CC(NC(=O)C1C2C=CC(C2)C1C(=O)O)c1ccccc1 (configuration not stated)	0.45	-0.03	44
CCOc1ccc(N(C(=O)CNS(=O)(=O)c2ccccc2)C(CC)C(=O)NCc2ccco2)cc1 (configuration not stated)	·	·	48
Cc1nc2nc(-c3ccccc3)cc(=O)n2[nH]1	0.81	-0.12	27
C/C(=C\C(=O)Nc1nccs1)c1ccccc1	-0.4	-0.27	69

Later entries.
SMILES	SDO1 yeast rescue	SDO1 yeast rescue Rescue 24 h	INS promoter inh
CCOC(=O)c1oc2nc(C(C)C)c3c(c2c1N)CCC3	-0.14	0.17	·
S=C(Nc1ccc(Cl)cc1)Nc1cccc2cnccc12	-0.48	-0.93	50
Cn1c(CS/C(N)=N/N=C/c2ccccc2)c(Br)c(=O)n1-c1ccccc1	0.88	-0.12	6
COc1cccc(C2C(C(=O)c3sc(C)nc3C)=C(O)C(=O)N2CCN2CCOCC2)c1 (configuration not stated)	0.43	-0.61	·
CCOC(=O)Cc1csc(NC(=O)c2cccc(OC)c2)n1	0.08	0.14	32

Not all compounds are listed; the hit share may differ from the screen's.
